Compound activity from PubChem BioAssay.
Lamin A splicing – qHTS Assay for Modulators of Lamin A Splicing; HeLa LMNA splicing GFP/RFP minigene ratio, 48 h; Potency, µM (series often up to 46.1 µM), for inactives: top-dose ratio change, negative = inhibition, hits mostly inhibitors; 0.01% of 200,000 active; active means well fitted inhibition curve with a large enough effect in the signal ratio, with a control signal flat, not every such curve was filed as active; inconclusive means small, poorly fitted or top-dose-only effect, or effect the other way, or a change in a side signal; the % refers to the signal ratio; further: on the % scale 0 is the no-effect control and ±100 the full control effect
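S3 HeLa cells stably expressing lamin A-EGFP splicing minigene plus DsRed2, 600 cells/well, 48 h compound exposure at 37C. Laser-scanning cytometry; analysed as GFP (500-530 nm)/RFP (575-640 nm) total intensity ratio; 0.5% DMSO vehicle.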
SMN2 splice up – qHTS Assay for Enhancers of SMN2 Splice Variant Expression. HEK293 SMN2-luciferase splicing reporter, luminescence, 30-36 h. Potency, µM (top dose mostly 46.1 µM), for the others: top-dose activity change, positive = activation, usual class: activators. 2.8% of 210,000 active. AID 1458, 2008; further: % of control where 0% means no effect; nearly all actives have a fitted effect of over 55% in size
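HEK293 cells carry an SMN2 […]–luciferase reporter in which exon 7 inclusion puts luciferase in frame. Cells were plated 10-12 h before compound addition, then incubated 30-36 h at 37C. ONE-Glo luminescence was read; sodium butyrate at 4.5 mM final served as control.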
KDM4E inh – qHTS Assay for Inhibitors of Human Jumonji Domain Containing 2E (JMJD2E) | Lysine-specific demethylase 4E (Homo sapiens), B2RXH2 | JMJD2E catalytic domain, FDH-coupled NADH fluorescence (FDH is formaldehyde dehydrogenase) | Potency, µM (titrated, usually from 57.1 µM), without a hit: top-dose activity change, negative = inhibition, hits mostly inhibitors | 1.6% of 230,000 active; active means well fitted inhibition curve with a large enough effect, not every such curve was filed as active; inconclusive means small, poorly fitted or top-dose-only effect, or another doubt; inactive means no such curve, though single readings can be large or run the other way;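 further: 0% = wells with enzyme and -100% = buffer wells without enzyme; nearly all actives have a fitted effect of over 50% in size; many of its hits are not listed in these tables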
Target sequence (B2RXH2 1-337 limits assumed): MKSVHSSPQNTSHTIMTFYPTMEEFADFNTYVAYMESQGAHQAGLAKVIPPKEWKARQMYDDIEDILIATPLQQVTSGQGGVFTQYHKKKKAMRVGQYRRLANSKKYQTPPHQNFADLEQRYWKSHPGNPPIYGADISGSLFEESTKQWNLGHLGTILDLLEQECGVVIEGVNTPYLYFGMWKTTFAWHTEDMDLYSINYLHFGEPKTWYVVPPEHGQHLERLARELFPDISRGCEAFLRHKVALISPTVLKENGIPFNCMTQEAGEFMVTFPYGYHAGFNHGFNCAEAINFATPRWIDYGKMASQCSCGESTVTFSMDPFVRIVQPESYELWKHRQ
GoLoco inh red – qHTS Assay for Inhibitors of RGS12 GoLoco Motif Activity (Red Fluorophore); Gai1:RGS12 GoLoco peptide FP, rhodamine, 10 min; 0.44% of 230,000 active; Potency, µM (series often up to 61.6 µM), for inactives: at the top dose activity, negative = inhibition, actives largely listed as inhibitors; Guanine nucleotide-binding protein G(i) subunit alpha-1 (Homo sapiens), P63096; active means well fitted inhibition curve with a large enough effect, not every such curve was filed as active; inactive means no such curve, though single readings can be large or run the other way; further: on the % scale 0 is the no-effect control and ±100 the full control effect; nearly all actives have a fitted effect of over 30% in size; many of its hits are not listed in these tables
ALDH1A1 inh – qHTS Assay for Inhibitors of Aldehyde Dehydrogenase 1 (ALDH1A1). AID 1030, 2008. 7.3% of 220,000 active. Purified ALDH1A1, NADH fluorescence, propionaldehyde substrate. Aldehyde dehydrogenase 1A1 (Homo sapiens), P00352. Potency, µM (top dose mostly 75.3 µM), for the others: at the top dose activity, negative = inhibition, actives largely listed as inhibitors; active means well fitted inhibition curve with a large enough effect, not every such curve was filed as active; inconclusive means small, poorly fitted or top-dose-only effect, or another doubt; inactive means no such curve, though single readings can be large or run the other way;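 further: plate controls were no enzyme wells and a reference inhibitor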
TRb SRC2 PPI – qHTS for Inhibitors of the Interaction of Thyroid Hormone Receptor and Steroid Receptor Coregulator 2; Thyroid hormone receptor beta (Homo sapiens), P10828; Potency, µM (series often up to 106 µM), for inactives: top-dose activity change, negative = inhibition, hits mostly inhibitors; 0.065% of 280,000 active; AID 1469, 2008; TRbeta-SRC2 peptide binding, fluorescence polarization; receptor liganded with 1 µM T3;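 further: plate controls were bound peptide for no effect and peptide without receptor for full effect; nearly all actives have a fitted effect of over 50% in size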
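Quantitative HTS by FP: 0.6 uM TRb LBD, 20 nM labeled SRC2 20-mer, 1 uM T3, 5% DMSO; 5 hr ambient incubation; % activity per concentration and potencies from concentration series.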
TexasRed fluor – Total Fluorescence Counterscreen for Inhibitors of the Interaction of Thyroid Hormone Receptor and Steroid Receptor Coregulator 2 | TRb/SRC2 Texas Red total fluorescence interference | Potency, µM (titrated, usually from 106 µM), for inactives: top-dose fluorescence change, negative = quenching | 0.29% of 280,000 active; active means well fitted curve in either direction with a large enough effect; inconclusive means small, poorly fitted or top-dose-only effect; further: on the % scale 0 is the no-effect control and ±100 the full control effect
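Human TRb ligand-binding domain at 0.6 uM with 20 nM Texas Red SRC2 peptide in Tris buffer containing 1 uM T3 and 5% DMSO, incubated with compound 5 h at ambient temperature. Total fluorescence (555/632 nm) calculated as parallel + 2 × perpendicular.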
RECQ1 helicase – qHTS Assay for Inhibitors of RecQ-Like Dna Helicase 1 (RECQ1); ATP-dependent DNA helicase Q1 (Homo sapiens), P46063; RECQ1 DNA unwinding, red fluorescence kinetic read; Potency, µM (titrated, usually from 57.3 µM), inactives show at the top dose activity, negative = inhibition, actives largely listed as inhibitors; 0.54% of 240,000 active; AID 2549, 2010;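 further: plate controls were vehicle for no effect and no enzyme for full effect; nearly all actives have a fitted effect of over 30% in size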
Target sequence (P46063 whole entry, looked up): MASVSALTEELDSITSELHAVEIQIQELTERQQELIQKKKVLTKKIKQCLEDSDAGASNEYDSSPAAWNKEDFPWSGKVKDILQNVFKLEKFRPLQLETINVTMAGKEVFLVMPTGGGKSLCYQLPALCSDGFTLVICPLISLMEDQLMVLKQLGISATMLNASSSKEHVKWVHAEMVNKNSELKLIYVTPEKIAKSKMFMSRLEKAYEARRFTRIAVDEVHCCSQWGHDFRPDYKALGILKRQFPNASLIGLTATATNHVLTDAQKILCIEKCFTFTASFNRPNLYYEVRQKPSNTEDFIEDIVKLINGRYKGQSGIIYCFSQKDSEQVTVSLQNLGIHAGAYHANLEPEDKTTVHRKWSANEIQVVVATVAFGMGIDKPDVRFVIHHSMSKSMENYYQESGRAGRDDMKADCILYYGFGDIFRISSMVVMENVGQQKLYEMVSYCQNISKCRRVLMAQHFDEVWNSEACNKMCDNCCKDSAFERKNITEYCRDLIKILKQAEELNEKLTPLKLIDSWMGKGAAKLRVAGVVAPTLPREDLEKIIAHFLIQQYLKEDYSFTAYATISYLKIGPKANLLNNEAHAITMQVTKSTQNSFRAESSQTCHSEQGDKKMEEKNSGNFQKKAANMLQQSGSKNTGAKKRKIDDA
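RECQ1T1 50 nM; forked duplex (20 bp + 30-nt ss tails) 200 nM, ATP 2 mM final; pH 8.0, 2 mM MgCl2, 2.5 ug/ml poly(dI-dC); 15 min compound preincubation; discontinuous kinetic read over 2 h at RT.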
The depositor's hits bear a star; i = inactive; ? = inconclusive; . = no result given; & = joins results of further samples; [ ] = remark or other dose. Unless noted, the call rests on the fitted dose curve; in most records, active means well fitted curve in the direction sought with a large enough effect; inconclusive means small, poorly fitted or top-dose-only effect, or another doubt; inactive means no such curve, though single readings can be large; an effect the other way counts as inactive or inconclusive. Potency means the concentration at half of the fitted maximal effect. These rows are one share of the data; the hit share may differ from the screen's.

Second line of a record: RECQ1 helicase, Lamin A splicing, ALDH1A1 inh, SMN2 splice up, GoLoco inh red, TRb SRC2 PPI, TexasRed fluor, KDM4E inh
Cc1nc2ccccc2c(=O)n1-c1ccc(F)cc1F
    -5%, ., ., ., 1%, -8%, -1%, 7%
CC(C)OP(=O)(OC(C)C)C(O)c1ccc(Br)cc1 (stereo unspecified)
    -6%, -10%, 5%, -7%, 3%, 2%, -5%, -3%
CC(C)=CCSc1nnc([C@@H](N)Cc2c[nH]c3ccccc23)o1
    -1%, 0%, ?, -3%, 6%, 4%, -2%, -23%
CC(=O)c1cccc(OCC(O)CN2CC=C(c3ccccc3)CC2)c1 (stereo unspecified)
    -3%, ?, 22µM*, -14%, -8%, 0%, 0%, 16µM*
Cc1ccc(N2C(=O)NC(=O)/C(=C/c3ccc(-c4ccc(C(=O)O)c(Cl)c4)o3)C2=O)cc1
    i, ., ?, 6%, 102%[activator], 7%, -1%, ?
CCOP(=S)(OCC)N1CCOCCOCCN(P(=S)(OCC)OCC)CCOCCOCC1
    -2%, -3%[46 µM], -14%, -7%, 4%, 3%, -6%, 11%
O=c1[nH]c(O)c(N=Nc2ccc(S(=O)(=O)N3CCOCC3)cc2)c(=O)[nH]1
    -13%, 4%[46 µM], -2%, 14%, 5%, 12%, -1%, 0%
O=C(Nc1ccc2c(c1)OCO2)N1CCN(c2ccccc2)CC1
    i, -9%[46 µM], -1%, ?, 8%, -1%, 1%, 0%
Cc1cccc(-n2c(O)c(/C=C/C=Nc3ccccc3)c(=O)[nH]c2=O)c1
    -17%, ?, -12%, -1%, 178%[activator], 8%, 3%, -20%
CC12CC[C@H]3[C@@H](CCC4(O)C[C@H](O)CCC34/C=N/NC(=O)c3ccc(O)cc3)C1(O)CCC2C1=CC(=O)OC1 (stereo partly specified)
    10%, ., ., ., -8%, -16%, 1%, -3%
C(#CCN1CCCC1)CN1CCCC1
    -6%[25.9 µM], ?, 3%[20.9 µM], 1%[20.6 µM], 8%[21.6 µM], 0%[53 µM], -6%[53 µM], 0%[25.5 µM]
COc1ccc(NP(=O)(Oc2cccc(C)c2)Oc2cccc(C)c2)cc1OC
    3%, ., ., ., 2%, 0%, -1%, -20%
CN1CCCC(C(=O)c2ccc(Cl)cc2)C1 (stereo unspecified)
    11%, 0%[46 µM], 6%, ., 13%, 9%[53 µM], -4%[53 µM], -14%
Cc1c(C=C2C(=O)NC(=O)NC2=O)c(=O)n(-c2ccccc2)n1C
    -6%, -4%[46 µM], 3%, 14%, 10%, -3%, 2%, 0%
O=[N+]([O-])c1ccc(N2CCOCC2)c2cccnc12
    -6%, 0%[1.84 µM], 6%, 2%, -1%, 6%, 0%, 3%
O=C(N/N=C/c1c(O)n(CCc2ccc(F)cc2)c(=O)[nH]c1=O)c1ccncc1
    -11%, ., ?, -14%, 12%, -4%, -8%, ?
CC(=O)O[C@H]1C[C@H]2CC[C@@H]3[C@@H](CC[C@]4(C)[C@H](OC(C)=O)[C@H]([N+]5(C)CCCCC5)C[C@@H]34)[C@]2(C)C[C@H]1[N+]1(C)CCCCC1
    -3%[25.9 µM], -11%, -6%[20.9 µM], -12%[20.6 µM], 6%[21.6 µM], 1%[53 µM], -5%[53 µM], 1%[25.5 µM]
CC1CCCCN1CC(=O)c1ccc2cc[nH]c2c1 (stereo unspecified)
    -1%, -1%, ?, 14%, 28%, -1%, -3%, ?
COC(=O)c1ccc(N2C(=O)CC(N3CCC(n4c(=O)[nH]c5ccccc54)CC3)C2=O)cc1 (stereo unspecified)
    1%, 2%, 10µM*, -8%, 16%, 5%, -2%, 6%
Cn1c(O)c(C=NC2CCCCCC2)c(=O)[nH]c1=S
    -16%, ?, ?, -3%, 16%, -3%, -3%, 12%
Cc1nc2ccccc2c(=O)n1-c1cccc(O)c1
    7%, -6%, -2%, 15%, 4%, 1%, -3%, 8%
Nc1ncnc2c1ncn2[C@@H]1O[C@H](COP(=O)(O)CP(=O)(O)O)[C@@H](O)[C@H]1O
    0%, ., -4%, 4%, 3%, -12%, 0%, .
CN(C)c1ccccc1
    3%, ., -5%, -5%, 3%, 3%, -2%, .
COc1ccc(C2C(C#N)=C(N)Oc3c2c(=O)oc2ccccc32)cc1Cn1cc([N+](=O)[O-])cn1 (stereo unspecified)
    -4%, 9%, ?, 19%, 14%, 1%, -3%, -3%
O=c1[nH]c(=O)n(Cc2ccccc2)c(O)c1C=Nc1ccc(CN2CCOCC2)cc1
    i, 12%, 14µM*, ., ., -14%, 3%, ?
NCCNc1ccc([N+](=O)[O-])c2cccnc12
    i, ., 5%, 1%, 13%, 3%, -2%, 2%
NC(CP(=O)(O)O)C(=O)O (stereo unspecified)
    -1%, ?, 5%&6%, 23%&-8%, 6%&5%, 8%&-1%, -4%&-3%, -10%
CCCCOCCCN1C(C)=CC(=C2C(=O)NC(=S)NC2=O)C=C1C
    i, ., ., ., 33%[activator], -2%, 1%, 0%
CC1=C(C(=O)Nc2ccccc2)SCCO1
    i, 1%, -9%, -6%, 0%, -2%, 3%, 9%
C[C@H](NC(=O)[C@@H](N)Cc1ccc(O)cc1)C(=O)NCC(=O)N(C)[C@@H](Cc1ccccc1)C(=O)NCCO
    i, ., -1%, -9%, 6%, 2%, -3%, .
NC1CCCCC1N=Cc1c(O)n(Cc2ccc(F)cc2)c(=O)[nH]c1=O (stereo unspecified)
    1%, 1%, -2%, -2%, 10%, -2%, -6%, -12%
CCCC(=O)OC(C(Cl)(Cl)Cl)P(=O)(OC)OC (stereo unspecified)
    ., ?, ., ., 12%, -2%, -3%, .
Cc1ccc(Cn2ccc(NC(=O)c3cc(-c4ccco4)on3)n2)cc1
    ?, 5%, 18µM*, -15%, 50%[activator], -10%, -2%, -16%
CCOP(=O)(Cc1ccc(C#N)o1)OCC
    -1%, ., ., ., 6%, -2%, 0%, 5%
CC1CCN(C(=O)C(C)Cl)CC1 (stereo unspecified)
    i, ., ?, -10%, -2%, -4%, -1%, 1%
Cc1nc(N)sc1CCN
    1%&-4%, ., 5%&-15%, 18%, 7%&5%, -6%&12%, 0%&0%, 5%
CC(=O)C(Sc1ncnc2c1nnn2-c1ccc(F)cc1)C(=O)N(C)C (stereo unspecified)
    15%, 15%, 2.5µM*, ?, 1%, 6%, -3%, -20%
C[N+]1(C)C2CCC1CC(OC(=O)c1c[nH]c3ccccc13)C2 (stereo unspecified)
    -3%, ?, 22µM*, -5%, 14%, -4%, 2%, -24%
COc1cc(N2CCOCC2)ccc1C=C1C(=O)NC(=O)NC1=O
    -9%, -6%, 13µM*, 0%, 8%, -21%[53 µM], 32µM*[quencher], -5%
Cc1ccc(C2N3CCCN23)cc1 (stereo unspecified)
    i, ., ., ., 2%, -6%, -2%, 1%
COC(=O)C(O)(c1ccc(NC(=O)c2ccco2)c(OC)c1)C(F)(F)F (stereo unspecified)
    14%, 2%, 12%, -10%, 2%, 0%, -1%, 14%
CC(C)CCNc1nnnc2c1sc1nc(N3CCOCC3)c3c(c12)CC(C)(C)SC3
    8%, 1%, 19%, 39%, -7%, 0%, -2%, -1%
CC12CC1(C)C(=O)N(c1cc(Cl)cc(Cl)c1)C2=O (stereo unspecified)
    -2%, ., -6%, -4%, 13%, 5%[201 µM], 2%[201 µM], .
O=C(Nc1ccc(OC(=O)N2CCCCC2)cc1)N1CCOCC1
    -6%, 3%[46 µM], ?, ., 22%, 4%, 6%, -9%
CN1Cc2c(ccc3c2OCO3)C2C(O)Cc3cc4c(cc3C21)OCO4 (stereo unspecified)
    -5%&-10%, ?, 4%, -11%, -4%&11%, -11%&-1%, -1%&2%, 3%&3%
CCC(=NC1CCN(Cc2ccccc2)CC1)c1c(O)[nH]c(=O)[nH]c1=O
    i, -1%, -2%, ., ., -16%, 4%, -2%
CC(=O)NC1N=C(C)N(c2ccccc2)C1=O (stereo unspecified)
    -5%, 19%, ?, -5%, -53%, 32µM*, 1%, ?
COc1ccccc1C1C([N+](=O)[O-])=C(N)Oc2c1c(=O)oc1ccccc21 (stereo unspecified)
    -7%, ., ., ., -5%, 4%, -1%, -19%
CC(C)[C@@]1(NC(=O)[C@@H]2C[C@H]3c4cccc5[nH]cc(c45)C[C@@H]3N(C)C2)O[C@@]2(O)[C@H]3CCCN3C(=O)[C@H](Cc3ccccc3)N2C1=O
    3%&-9%, ., 8%&-7%, ., 4%&19%, 1%&1%, 0%&0%, 2%&-1%
Nc1c(C(=O)NC2CCCC2)c2nc3ccccc3nc2n1CC1CCCO1 (stereo unspecified)
    -4%, -1%, 9%, ., ., 1%, -4%, ?

(more compounds)
Second line of a record: RECQ1 helicase, Lamin A splicing, ALDH1A1 inh, SMN2 splice up, GoLoco inh red, TRb SRC2 PPI, TexasRed fluor, KDM4E inh
COc1ccc(CC2NC[C@H](O)[C@H]2OC(C)=O)cc1 (stereo partly specified)
    -2%, ., -2%, -98%[inhibitor], 3%, -5%, 0%, 7%
OC(CCNCCc1c[nH]c2ccccc12)C(F)(F)F (stereo unspecified)
    i, 10%[46 µM], -6%, 3%, 7%, 0%, -5%, 2%
CCN1C[C@@]2(COC)C3[C@@H](OC)C4[C@@H]1[C@@]3(C1C[C@@]3(O)[C@H](OC(=O)c5ccccc5)C1[C@]4(OC(C)=O)[C@@H](O)[C@@H]3OC)[C@@H](OC)C[C@H]2O (stereo partly specified)
    0%, ., -1%, ., 6%, -2%, 0%, 5%
CCCC(=O)C1C(=O)NC(=O)NC1=O
    -3%, 2%, 7%, 6%, 2%, 0%, 2%, -6%
